p53 reactivation – qHTS assay for re-activators of p53 using a Luc reporter | Potency, µM (doses to about 92.2 µM), inactives show at the top dose activity change, positive = activation, most hits filed as activators | H1299 p53-A138V BP100-luciferase reporter, luminescence, 24 h | 320,000 compounds, 0.063% hits; also: potency is read from the fitted curve at half-maximal effect; % of control where 0% means no effect; nearly all actives have a fitted effect of over 45% in size
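p53-null H1299 cells stably carrying temperature-sensitive p53-A138V and a BP100-luciferase reporter were pinned with compounds (4-point, 1:5 series) and held 24 hrs at 37 deg C. Luminescence was read 10 min after detection reagent.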
NPC1 prom act – qHTS Assay for NPC1 Promoter Activators | Huh7 NPC1 promoter luciferase reporter, 24 h | Potency, µM (highest dose often 9.22 µM), for inactives: at the highest dose activation, actives largely listed as activators | 320,000 compounds, 2.4% hits | AID 485313, 2010;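 also: potency is read from the fitted curve at half-maximal effect; % of control where 0% means no effect; nearly all actives have a fitted effect of over 60% in size; reporter is driven by a mutant NPC1 promoter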
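Stable NPC1-promoter luciferase Huh7 line; cpd (DMSO) 24 h, 37 °C, 5% CO2; Amplite luciferase reagent 10 min RT; luminescence readout. qHTS format.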
Tb PFK block – qHTS Assay to Find Inhibitors of T. brucei phosphofructokinase; Potency, µM (series often up to 57.5 µM), without a hit: top-dose activity, negative = inhibition, most hits filed as inhibitors; ATP-dependent 6-phosphofructokinase (Trypanosoma brucei brucei), O15648; 330,000 compounds, 0.17% hits; T. brucei PFK, ADP-Glo luminescence; AID 485367, 2010;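 also: potency is read from the fitted curve at half-maximal effect; 0% = uninhibited 1x PFK enzyme wells and -100% = no-enzyme wells; nearly all actives have a fitted effect of over 60% in size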
Target sequence (O15648 whole entry, looked up): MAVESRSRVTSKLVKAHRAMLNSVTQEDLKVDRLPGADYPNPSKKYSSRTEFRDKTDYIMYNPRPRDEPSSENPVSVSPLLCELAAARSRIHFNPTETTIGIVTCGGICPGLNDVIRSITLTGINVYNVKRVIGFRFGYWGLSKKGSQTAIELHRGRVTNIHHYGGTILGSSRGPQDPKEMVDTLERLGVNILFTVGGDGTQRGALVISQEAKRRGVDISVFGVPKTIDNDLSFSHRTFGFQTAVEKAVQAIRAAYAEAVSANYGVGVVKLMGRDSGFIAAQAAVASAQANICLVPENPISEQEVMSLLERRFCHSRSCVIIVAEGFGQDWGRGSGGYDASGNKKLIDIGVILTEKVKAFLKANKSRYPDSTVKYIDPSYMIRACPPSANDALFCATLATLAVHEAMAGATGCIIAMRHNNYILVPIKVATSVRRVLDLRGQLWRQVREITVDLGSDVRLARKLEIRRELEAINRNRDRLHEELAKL
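Activity is normalized to no-enzyme wells (full inhibition) and 1.25 nM enzyme wells (no inhibition). Reaction: 0.5 mM F6P, 0.1 mM ATP, 45 min RT, ADP-Glo luminescence; concentration-response curves fitted and classed by quality.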
BRCA1 expr act – qHTS Assay to Identify Small Molecule Activators of BRCA1 Expression | MCF7-BRCA1-FFLuc reporter, luminescence, 48 h; response scale: scaled: vehicle 0%, 10 µM genistein 100% | Potency, µM (highest dose often 46.1 µM), without a hit: at the top dose activation, actives largely listed as activators | 380,000 compounds, 1.1% hits; also: potency is read from the fitted curve at half-maximal effect; nearly all actives have a fitted effect of over 80% in size; some results filed as inactive show a strong effect at the top dose
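Cells: MCF7-BRCA1-FFLuc, 2000/well. Exposure: 48 h, 37 °C, 5% CO2. Read: luminescence, 15 min post-substrate. Controls: genistein 10 microM (maximal activation), DMSO (neutral).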
Rab9 promoter act – qHTS Assay for Rab9 Promoter Activators. Huh7 Rab9 promoter-luciferase reporter, luminescence, 24 h. Potency, µM (top dose mostly 9.22 µM), without a hit: at the top dose activation, negative = inhibition, hits mostly activators. 320,000 compounds, 2.8% hits; also: potency is read from the fitted curve at half-maximal effect; % of control where 0% means no effect; nearly all actives have a fitted effect of over 60% in size
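Promoter activation is measured as luciferase luminescence in Huh7 cells stably transfected with a Rab9 promoter–luciferase construct, following 24 h compound exposure at 37 °C and 10 min reagent incubation at ambient temperature.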
RORgamma inh – qHTS for inhibitors of ROR gamma transcriptional activity | Potency, µM (doses to about 53.6 µM), for inactives: at the top dose activity change, negative = inhibition, hits mostly inhibitors | 310,000 compounds, 5.4% hits | Drosophila S2 Gal4-RORgamma UAS-luciferase reporter, 20 h | AID 2551, 2010 | Nuclear receptor ROR-gamma (Mus musculus), P51450; also: potency is read from the fitted curve at half-maximal effect; % is scaled to controls: 0 for no effect and ±100 for the full control effect; nearly all actives have a fitted effect of over 60% in size
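ROR gamma transcriptional activity was tracked as Gal4-UAS luciferase output in stably transfected Drosophila Schneider cells, with compound added 1 hr before 700 uM copper sulfate induction and a 20 hr ambient-temperature incubation.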
ELG1 repair inh – qHTS screen for small molecules that inhibit ELG1-dependent DNA repair in human embryonic kidney (HEK293T) cells expressing luciferase-tagged ELG1; 330,000 compounds, 2.3% hits; HEK293T ELG1-luciferase reporter, luminescence, 16 h; DNA damage induced by 5-fluorouridine; Potency, µM (highest dose often 46.1 µM), without a hit: top-dose activity change, negative = inhibition, usual class: inhibitors; also: potency is read from the fitted curve at half-maximal effect; % is scaled to controls: 0 for no effect and ±100 for the full control effect; nearly all actives have a fitted effect of over 55% in size
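Reporter activity after DNA damage by 5-fluorouridine is monitored. Compound-treated cells incubate 16 hr at 37 °C, then ONE-Glo is added for 30 min before luminescence reading.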
FLuc counter – qHTS profiling assay for firefly luciferase inhibitor/activator using purifed enzyme and Km concentrations of substrates (counterscreen for miR-21 project); Luciferin 4-monooxygenase (Photinus pyralis), P08659; purified FLuc, Km substrates, luminescence inhibition; Potency, µM (titrated, usually from 57.5 µM), for the others: top-dose activity change, negative = inhibition, actives largely listed as inhibitors; 360,000 compounds, 6.9% hits; AID 588342, 2011;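 also: potency is read from the fitted curve at half-maximal effect; plate controls were vehicle for no effect and reference inhibitor for full effect; nearly all actives have a fitted effect of over 55% in size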
Target sequence (P08659 whole entry, looked up): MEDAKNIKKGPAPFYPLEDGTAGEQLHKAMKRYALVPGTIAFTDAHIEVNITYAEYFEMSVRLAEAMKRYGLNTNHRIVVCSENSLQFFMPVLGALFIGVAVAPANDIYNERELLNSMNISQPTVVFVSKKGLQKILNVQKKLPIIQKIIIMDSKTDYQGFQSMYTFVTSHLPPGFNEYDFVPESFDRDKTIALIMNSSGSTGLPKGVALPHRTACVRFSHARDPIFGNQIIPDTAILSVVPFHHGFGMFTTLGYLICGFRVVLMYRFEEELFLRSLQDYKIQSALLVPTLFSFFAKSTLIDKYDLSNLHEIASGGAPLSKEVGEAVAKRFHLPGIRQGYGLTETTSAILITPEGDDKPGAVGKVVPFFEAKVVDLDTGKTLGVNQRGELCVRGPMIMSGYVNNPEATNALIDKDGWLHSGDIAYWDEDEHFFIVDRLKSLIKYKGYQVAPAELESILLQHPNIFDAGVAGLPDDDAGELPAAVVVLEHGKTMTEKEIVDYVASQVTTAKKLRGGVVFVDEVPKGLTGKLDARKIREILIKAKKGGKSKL
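Purified P. pyralis luciferase (10nM final) with 10uM D-luciferin and 10uM ATP (Km levels) in 50mM Tris acetate pH 7.5, 10mM Mg acetate, 0.01% Tween-20, 0.05% BSA; qHTS 6-point titration, ~60 µM downward; luminescence read.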
TRPV1 agonist – HTS Assay for Compounds that Act as Agonists of the Vanilloid Receptor 1 | 320,000 compounds, 0.19% hits | Transient receptor potential cation channel subfamily V member 1 (Homo sapiens), Q8NER1 | activation, % at 8.33 µM | TRPV1-expressing cells, Fluo-8 calcium influx, agonist mode | AID 540275, 2011; in the data active = activation above about 80%; inconclusive = between about 30% and that limit; also: 0% is about no effect
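Fluo-8 calcium influx in TRPV1-expressing cells, kinetic read (ex 480/em 520 nm). Compound added and read 3 min for agonist activity, followed by capsaicin at EC20 final and 2 min further read for enhancement.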
ELG1 genotox – qHTS screen for small molecules that induce genotoxicity in human embryonic kidney (HEK293T) cells expressing luciferase-tagged ELG1 | HEK293T ELG1-luciferase reporter, luminescence, 16 h | Potency, µM (highest dose often 46 µM), for the others: top-dose activity change, positive = activation, hits mostly activators | 330,000 compounds, 1.3% hits; also: potency is read from the fitted curve at half-maximal effect; % of control where 0% means no effect; nearly all actives have a fitted effect of over 60% in size
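DMSO vehicle served as control against compound-treated ELG1-luciferase HEK293T cells; exposure lasted 16 hr at 37 °C and 5% CO2, followed by ONE-Glo luminescence detection after 30 min.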
VP16 counter – VP16 counterscreen qHTS for inhibitors of ROR gamma transcriptional activity; Drosophila S2 Gal4-VP16 UAS-luciferase, luminescence, 20 h; Potency, µM (series often up to 53.6 µM), for the others: at the highest dose activity, negative = inhibition, usual class: inhibitors; 310,000 compounds, 3.5% hits; AID 2546, 2010;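 also: Gal4-VP16 expression switched on by copper sulfate through the metallothionein promoter; potency is read from the fitted curve at half-maximal effect; % is scaled to controls: 0 for no effect and ±100 for the full control effect; nearly all actives have a fitted effect of over 50% in size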
The depositor's hits bear a star; ? = inconclusive; . = not tested or not shown; & = joins results of further samples; [ ] = dose if it differs, or a comment. Unless noted, calls follow the shape of the dose curve; as a rule, active = well fitted curve in the direction sought with a large enough effect; inconclusive = small, poorly fitted or top-dose-only effect, or another doubt; inactive = no such curve, though single readings can be large; an effect the other way counts as inactive or inconclusive. Outcome played no part in choosing rows (roughly 15% active in at least one column).

SMILES | p53 reactivation | NPC1 prom act | Tb PFK block | BRCA1 expr act | Rab9 promoter act | RORgamma inh | ELG1 repair inh | FLuc counter | TRPV1 agonist | ELG1 genotox | VP16 counter
O=C(Nc1cc(-c2ccccc2)[nH]n1)c1ccc(Cl)cc1 | ? | 2µM* | 4%&0% | ? | 3.2µM* | -16%&-38% | ? | 11µM* | ? | ? | 4%&-15%
COc1ccc(Cl)cc1NC(=O)CN(C)C(=O)c1cc2c(s1)CCCC2 | -12% | 2% | 3% | -84%[inhibitor] | -1% | . | ? | -10% | ? | -11% | .
O=C(NCC(=O)N1CCCC1)c1ccc(Br)cc1 | ? | 3% | -2% | 6% | 13% | 3% | ? | -3% | 6 | 6% | 3%
O=C(NCc1ccc(Cl)cc1)C1CCC(CNc2c(N3CCCCC3)c(=O)c2=O)CC1 (centres undefined) | 3% | -5% | 0% | -1% | -8% | 7% | ? | -1% | 1 | 0% | -6%
COC(=O)C(CCSC)NS(=O)(=O)c1ccc(Cl)cc1 (centres undefined) | -1% | -1% | 0% | 2% | -9% | 6% | 3% | 4% | 17 | -4% | 0%
O=C(Nc1cccc(Cl)c1)c1ccccc1 | 15% | ? | -2% | ? | ? | . | ? | 13µM* | ? | 16µM* | .
O=C(Nc1ccc(Cl)c(S(=O)(=O)N2CCCC2)c1)c1cc(=O)[nH]c2ccccc12 | -9% | . | 4% | -12% | . | . | -22% | . | . | -2% | .
O=C(O)c1ccccc1/C=N/NC(=S)NCc1ccccc1 | 1% | -1% | 4% | 0% | 4% | -15% | -13% | -3% | . | -3% | 18%
CNC(=S)N1CCC(NC(=O)C(Cc2ccccc2)NC(C)=O)CC1 (centres undefined) | 0% | 1% | -1% | 2% | -10% | 3% | 11% | 1% | 0 | 8% | -2%[10 µM]
CC(NC(=O)c1ccccc1F)c1nnc(SCc2nc3ccccc3c(=O)[nH]2)n1C (centres undefined) | 0% | -1% | 3% | 18% | 6% | 1% | 0% | -2% | 0 | 0% | -2%
CCOC(=O)c1oc2ccc(S(=O)(=O)N3CCOCC3)cc2c1C | -3% | 2% | 2% | 9% | 6% | 0% | -1% | 1% | 0 | 1% | 0%
Cc1ccc(-c2nn3c(C)nnc3c3ccccc23)cc1S(=O)(=O)NC(C)c1ccccc1 (centres undefined) | -5% | -6% | 2% | -84% | -1% | 2% | ? | 2% | 2 | 0% | 2%
O=C(O)c1cccc(S(=O)(=O)Nc2cccc(S(=O)(=O)N3CCCCCC3)c2)c1 | -3% | -3% | -1% | 15% | 4% | -1% | 15% | ? | -6 | 0% | 5%
CCCCNC(=O)C1c2ccccc2C(=O)N(c2ccc(OC)cc2)C1c1ccc(OC)cc1 (centres undefined) | -5% | 2% | 6% | -19% | -4% | -2% | -1% | 5% | 4 | -3% | -2%
O=C(CNC(=O)c1ccco1)NCC(=O)OCc1ccccc1Br | 5% | -4% | 1% | -11% | -5% | 45% | -1% | 2% | 2 | 0% | 0%
Cc1ccc(-n2cnc(N)c2C(=O)c2cccc([N+](=O)[O-])c2)cc1 | -3% | -5% | -16% | 14% | -3% | -37% | ? | 0% | 16 | -12% | -13%
CCOc1ccc(Br)cc1/C=N/O | . | . | . | -9% | . | 8% | . | -2% | 1 | . | -1%
COc1ccccc1N(C)S(=O)(=O)c1ccc(C(=O)Nc2ccc(C)cc2C)cc1 | -1% | -3% | 0% | -16% | 2% | . | ? | 6% | ? | -22% | .
CCN1C(=O)[C@H]2[C@@H](c3ccc(-c4ccc(F)cc4)cc3)N[C@@](CC(C)C)(C(=O)OC)[C@H]2C1=O | -2% | -7% | 0% | -1% | 1% | . | -19% | 0% | 4 | -6% | .
CCc1ccc(NC(=O)C2CCN(S(=O)(=O)c3ccc4c(c3)NC(=O)CO4)CC2)cc1 | -7% | -4% | 0% | -12% | -7% | ? | ? | -1% | 3 | -11% | -6%
COc1cccc(OC)c1C(=O)OCC(=O)/C(C#N)=C(\C)N | -1% | -2% | -2% | 0% | -7% | 3% | 9% | -1% | 2 | 0% | -13%
CCN(Cc1ccccc1)S(=O)(=O)c1ccccc1Br | 1% | . | -1% | 1% | . | . | -4% | . | . | 0% | .
O=C(NNC(=O)C1CCCN(S(=O)(=O)c2ccc3ccccc3c2)C1)C1CC1 (centres undefined) | -2% | -12% | 0% | -14% | -5% | 4% | 5% | -2% | 0 | -4% | -9%
Cc1c(NC(=O)c2ccccc2N(C)S(=O)(=O)c2ccccc2)c(=O)n(-c2ccccc2)n1C | -7% | -3% | 4% | -1% | -2% | 24% | ? | 6% | -1 | 0% | -3%
COc1ccccc1NC(=O)Nc1cnccn1 | 0% | 1% | -1% | 24% | -5% | 1% | 0% | -1% | -8 | 0% | 2%

The results go on.
SMILES | p53 reactivation | NPC1 prom act | Tb PFK block | BRCA1 expr act | Rab9 promoter act | RORgamma inh | ELG1 repair inh | FLuc counter | TRPV1 agonist | ELG1 genotox | VP16 counter
O=c1[nH]c2ccccc2cc1CN(Cc1ccco1)S(=O)(=O)c1ccccc1 | 0% | 1% | 1% | -33% | 1% | 11% | 6% | -1% | 6 | -10% | 4%
Cc1ccc(SCC(=O)NC(=O)Nc2ccc3c(c2)OCCO3)c(C)c1 | 1% | -2% | 2% | -6% | 2% | -1% | 1% | -2% | -1 | 6% | -4%
CC(C)c1ccccc1 | 0% | 6% | 0% | 11% | 1% | 4% | 21% | -1% | 4 | 1% | -11%
CC(=O)Nc1cc(-c2nn(C)c(=O)c3ccccc23)ccc1N1CCCCC1 | -7% | -2% | 1% | 0%[1.84 µM] | -3% | 0% | 4% | 5% | -1 | 9% | 8%
Cn1c(SCC(=O)Nc2ccc3c(c2)oc2ccccc23)nnc1-c1ccccc1 | 11% | 16% | 0% | ? | 16% | -16% | ? | ? | 3 | ? | -25%
CCOC(=O)C1=C(CNC(C)(C)CC(C)(C)C)NC(=O)NC1c1cccc([N+](=O)[O-])c1 (centres undefined) | -3% | -2% | 2% | -22% | -7% | -29% | -20% | 0% | 6 | -9% | -17%
CC(C)Oc1ccc(C(=O)/C=C2/C(=O)Nc3ccccc32)cc1 | 9% | 1% | -16% | 1% | 6% | 10µM* | -23% | 5.4µM* | 25 | ? | ?
CC1Cc2ccccc2N1C(=O)c1cnc2n(c1=O)CCS2 (centres undefined) | 8% | -3% | 3% | -15% | 4% | -1% | 2% | 0% | 2 | 0% | 2%
O=C(COc1ccc(S(=O)(=O)N2CCOCC2)cc1Cl)NCc1ccco1 | -3% | -4% | 0% | -15% | 4% | 9% | 12% | 0% | 1 | -1% | 1%
CCn1c(O)c(/C=C2\C=Nc3ccccc32)sc1=Nc1ccc(C)cc1 | 11% | -11% | -4% | -1% | -2% | -5% | 21% | -2% | -2 | 6% | -30%
Cc1ccc(-n2nc3c(c2NC(=O)c2ccco2)CS(=O)C3)c(C)c1 (centres undefined) | 5% | -2% | -5% | -6% | -2% | . | 0% | 2% | -1 | 1% | .
CC(C)OP(=O)(OC(C)C)C(C)NC(=O)Cc1ccccc1 (centres undefined) | -3% | -1% | -1% | -30% | 1% | 0% | 12% | -1% | -1 | 0% | 0%
O=C(Nc1ccccc1Br)c1cc[n+]([O-])cc1 | 7% | -1% | 1% | 1% | -1% | 6% | 17% | 2% | -1 | 0% | 0%
O=C(CN1C2CCC1CC(NC(=O)Nc1ccccc1)C2)NCc1ccco1 (centres undefined) | 4% | 3% | -10% | 0% | 0% | -10% | 8% | -12% | -2 | 3% | 16%
Cc1ccc(/C=C/C(=O)O)cc1S(=O)(=O)NCCCO | 5% | -1% | 0% | -22% | -5% | ? | 22% | 12% | 0 | -1% | -9%
COc1ccc2c(c1)c(=O)c(C(=O)O)c(-c1ccc3c(c1)OCO3)n2C | 17% | -2% | -1% | -6% | 2% | 11% | -2% | -2% | 2 | 0% | -10%
